Screening data deposited in PubChem BioAssay by several laboratories.
Mcl-1 Bim block: disrupts Bim peptide binding to human Mcl-1 | Q07820 | Bead-based flow cytometry, Bim peptide-Mcl-1 binding | inhibition, % at 10 µM | actives 0.1% (n = 190,000) | AID 1009; in the data active means inhibition above about 40%;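 further: 0% = no compound tracer wells and 100% = peptide blocker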
Target sequence (Q07820 whole entry, looked up): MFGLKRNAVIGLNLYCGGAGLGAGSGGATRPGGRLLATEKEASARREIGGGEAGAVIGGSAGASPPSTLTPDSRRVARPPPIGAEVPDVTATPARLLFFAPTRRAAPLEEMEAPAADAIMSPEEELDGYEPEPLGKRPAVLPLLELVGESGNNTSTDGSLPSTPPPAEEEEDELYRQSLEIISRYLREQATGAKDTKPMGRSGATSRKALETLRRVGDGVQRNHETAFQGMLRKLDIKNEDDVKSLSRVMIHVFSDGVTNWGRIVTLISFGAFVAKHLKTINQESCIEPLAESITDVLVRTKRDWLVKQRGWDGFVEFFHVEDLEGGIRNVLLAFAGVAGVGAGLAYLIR
Pf gamet viab: P. falciparum stage V gametocyte viability inhibition; P. falciparum stage V gametocytes, ATP luminescence, 24 h; inhibition, % at 10.9 µM; actives 0.065% (n = 150,000); AID 743093;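 active means inhibition above the mean plus 3 SD of compounds within the control limits, set per campaign, cut at about 38% in these data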;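 further: 0% = DMSO wells and 100% = medium only without gametocytes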
RGS8-Gao: modulates binding of RGS8 to human Galphao; P09471; multiplexed bead flow cytometry; actives lie on both sides; response (percent of control binding), % at 10 µM; actives 0.34% (n = 220,000); AID 1423; in the data active means response below about 60% or above about 140%; inactive means in between;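 further: Galphao activated as the GDP aluminium fluoride complex binding bead-coupled RGS8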
HRas wt GTP: human HRas wildtype GTP binding, change in either direction. P01112. GST-Ras wt beads, Bodipy-FL-GTP binding, flow cytometry; actives lie on both sides. GTP binding activity, % at 10 µM. actives 0.14% (n = 190,000);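 active means GTP binding activity at least 20% away from the 100% baseline, either lowered as inhibitor or raised as activator; inconclusive means flagged as likely green fluorescent, judged across all proteins in the well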;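 further: 0% = unlabeled GTP competition control and 100% = no-compound control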
Target sequence (P01112 whole entry, looked up): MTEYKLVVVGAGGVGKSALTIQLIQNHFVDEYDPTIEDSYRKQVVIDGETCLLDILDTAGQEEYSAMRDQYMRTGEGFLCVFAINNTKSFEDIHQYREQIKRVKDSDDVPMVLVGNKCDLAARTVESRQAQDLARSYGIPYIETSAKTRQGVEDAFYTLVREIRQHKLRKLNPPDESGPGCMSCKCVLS
Rab2 wt GTP: changes GTP binding to wildtype dog Rab2A, up or down; actives 0.19% (n = 190,000); GTP binding activity, % at 10 µM; GST-Rab2 wt beads, Bodipy-GTP binding, flow cytometry; AID 760; P61105;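 active means GTP binding activity at least 20 points away from 100%, either lowered or raised; inconclusive means signal likely due to the compound's own green fluorescence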;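 further: 0% = beads with excess unlabeled GTP and 100% = no-compound control corrected for plate trend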
Rac1 wt modul: alters GTP binding to wildtype human Rac1; P63000; GST-Rac1 beads, fluorescent GTP binding, flow cytometry; actives lie on both sides; 0 = cold GTP competed, 100 = untreated; GTP binding activity (% of control), % at 10 µM; actives 0.27% (n = 190,000); AID 757;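 active means GTP binding activity at least 20 points away from the 100% control level, either lower or higher; inconclusive means compound flagged as likely green fluorescent, judged across all proteins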
Cdc42 wt GTP: human Cdc42 wildtype GTP binding change, either direction | P60953 | GST-Cdc42 beads, Bodipy-GTP binding, flow cytometry; actives lie on both sides | percent activity (GTP binding), % at 10 µM | actives 0.2% (n = 190,000);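 active means percent activity GTP binding at least 20 points away from the 100% baseline, either down as inhibitor or up as activator; inconclusive means compound flagged as likely green fluorescent from well-wide comparison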;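 further: median bead fluorescence of bound Bodipy-FL-GTP at 100 nM; 0% = excess unlabeled GTP control and 100% = no compound control; below 100% means less GTP binding so inhibitor and above means activator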
Target sequence (P60953 whole entry, looked up): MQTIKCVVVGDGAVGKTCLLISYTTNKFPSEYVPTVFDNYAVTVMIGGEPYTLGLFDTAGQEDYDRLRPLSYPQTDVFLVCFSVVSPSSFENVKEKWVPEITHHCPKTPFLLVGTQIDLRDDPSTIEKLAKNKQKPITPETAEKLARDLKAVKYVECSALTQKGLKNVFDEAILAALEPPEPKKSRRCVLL
Rac1 mut GTP: modulators of GTP binding to human Rac1 activated mutant; GST-Rac1 activated beads, fluorescent GTP binding, flow cytometry; actives lie on both sides; 100% means binding = to untreated wells; percent activity (GTP binding), % at 10 µM; actives 0.11% (n = 190,000);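 active means GTP binding at least 20 percentage points away from the 100% baseline, in either direction, so actives lie on both sides; inconclusive means Compound likely fluorescent itself, or too few beads counted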
Rab7 wt modul: modulators of GTP binding to dog Rab7 wildtype GTPase. GST-Rab7 beads, fluorescent GTP binding, flow cytometry; actives lie on both sides; untreated = 100%, excess cold GTP = 0%. actives 0.055% (n = 190,000). GTP binding activity (percent of control), % at 10 µM;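 active means fluorescent GTP binding to Rab7 beads changed by at least 20 points from the 100% baseline, either direction, mostly lower; inconclusive means compound itself probably fluorescent, or too few beads counted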;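 further: median green fluorescence of bound Bodipy-FL-GTP per Rab7 bead population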
Mcl1 Bid PPI: Mcl-1/Bid interaction inhibition | AID 1021 | actives 0.97% (n = 220,000) | inhibition, % at 21.7 µM | Q07820 | TR-FRET Mcl-1/Bid-Dy647 peptide binding, 1536-well;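 active means compounds that cut the binding signal by more than half at the single screening dose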;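 further: His-tagged Mcl-1 with europium anti-His antibody binding Bid BH3 peptide; 0% = Mcl-1 plus peptide wells and 100% = peptide-only wells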
Mcl1-Noxa inh: Mcl-1/Noxa interaction inhibition; Q07820; TR-FRET Mcl-1/Noxa peptide binding, 2 h; inhibition, % at 21.7 µM; actives 1.5% (n = 220,000); AID 1022;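 active means compounds that cut the protein-peptide binding signal by more than 50% relative to plate controls in a single-dose test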;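 further: His-tagged Mcl-1 with rhodamine Noxa BH3 peptide and terbium anti-His antibody; 0% = Mcl-1 plus Noxa peptide wells and 100% = peptide-only wells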
* = called active by the depositor; ? = inconclusive; nt = not tested or not shown.

SMILES	Mcl-1 Bim block	Pf gamet viab	RGS8-Gao	HRas wt GTP	Rab2 wt GTP	Rac1 wt modul	Cdc42 wt GTP	Rac1 mut GTP	Rab7 wt modul	Mcl1 Bid PPI	Mcl1-Noxa inh
O=C(CC12CC3CC(CC(C3)C1)C2)NCC(c1ccc(F)cc1)N1CCOCC1 (stereo not given)	-1	-8	99	95	95	93	94	93	96	-5	15
CN(Cc1ccsc1)C(=O)CCc1nnc(CCCc2ccccc2)o1	-2	6	101	95	95	102	93	95	98	-18	3
Cc1ccc(Cl)cc1Nc1nc(-c2sc(NC(=O)C(C)(C)C)nc2C)cs1	-5	nt	94	100	100	103	101	99	99	11	29
O=C(COC(=O)c1cccc(S(=O)(=O)N2CCOCC2)c1)Nc1ccc2c(c1)OCO2	-2	6	100	99	99	101	102	99	95	-23	12
NC(=O)c1ccc[n+](Cc2cccc3ccccc23)c1	-7	16	99	101	99	106	101	100	98	-3	10
COc1ccc(OC)c(CC(NC(C)=O)C(=O)NC2CCN(c3nc(OC)nc(OC)n3)CC2)c1 (stereo not given)	0	-13	102	96	96	99	93	99	100	-6	-5
Cc1ccc(C2CC(C(F)F)n3ncc(C(=O)Nc4cnn(Cc5ccccc5C)c4)c3N2)cc1 (stereo not given)	-6	nt	104	101	99	107	103	99	97	-28	11
CNC(=O)N(C1=NCC(C)S1)c1ccc(F)cc1F (stereo not given)	3	21	98	97	99	104	100	95	100	-25	-1
COc1ccc(NC(=O)CC(Cc2ccccc2)C(=O)O)cc1 (stereo not given)	0	16	102	95	94	96	96	95	94	9	-6
CCn1c2ccccc2c2cc(NC(=O)CC(C)=O)ccc21	-1	nt	97	99	97	101	102	102	99	1	32
COC(=O)c1cc(NC(=O)CSC2=NCCS2)cc(C(=O)OC)c1	-1	-25	88	95	93	95	102	92	104	-25	16
CCOc1cc(C2C3=C(CCCC3=O)N(CCC(=O)O)C3=C2C(=O)CCC3)ccc1OS(=O)(=O)c1ccc(C)cc1	0	-11	100	94	95	97	96	96	100	-28	13
CC1=C(C(=O)OCc2ccc3c(c2)OCO3)C(c2ccccc2OCc2ccccc2)NC(=O)N1 (stereo not given)	0	nt	98	102	99	98	97	97	101	-24	11
COc1ccc(N(CC(=O)Nc2ccc(S(=O)(=O)N3CCCC3)cc2)S(C)(=O)=O)cc1OC	8	5	100	101	99	104	101	98	103	-33	4
C=CCNC(=O)C1CC(=O)N(c2ccc(OCC(=O)Nc3ccc(Cl)c(C(F)(F)F)c3)cc2)C1 (stereo not given)	0	nt	106	105	105	108	101	99	104	-8	-50
O=C(Nc1cccn(Cc2c(Cl)cccc2Cl)c1=O)c1ccc(Cl)cc1Cl	-2	-22	98	102	98	107	100	100	100	-7	10
Cc1ccc(CN2C(=O)CNC2=S)cc1	0	3	93	98	99	95	97	96	106	-27	5
COc1ccccc1C(=O)N1CCCC1(C#N)c1ccccc1 (stereo not given)	1	nt	101	102	100	107	105	102	99	-3	-19
COc1ccc(S(N)(=O)=O)cc1C(=O)NCCCN1CCN(c2ccccc2OC)CC1	-8	nt	101	100	101	102	101	98	101	-10	5
Cc1ccc(NC(=S)N/C(=N/S(=O)(=O)c2ccccc2)c2ccccc2)cc1	-2	nt	106	97	97	97	97	94	98	26	35
Cc1nn(C)cc1C(=O)NNC(=S)Nc1ccccc1	-1	nt	106	97	97	95	95	97	99	-65	-24
COc1ccc(NC(=O)CC2SC(=Nc3ccccc3)NC2=O)cc1 (stereo not given)	-3	nt	104	95	94	93	97	90	94	-11	5
O=c1c2c3n(c(=O)nc2[nH]n1-c1ccccc1)CCCCC3	-1	nt	100	102	102	102	103	101	97	-34	3
Cc1cc(C)nc(SCC(=O)Nc2ccc(S(=O)(=O)Nc3nccs3)cc2)n1	0	nt	95	99	98	99	98	98	102	6	-15
CC(=O)c1cccc(NC(=O)c2onc(C)c2Cl)c1	-1	nt	101	99	100	98	98	96	97	-11	0
COc1cccc(NC(=O)CSc2ccc3nnc(-c4ccncc4)n3n2)c1	1	nt	98	100	98	100	100	99	101	-19	6
COc1cccc(N(C(=O)c2ccco2)C(C(=O)NC2CCCC2)c2ccc(N(C)C)cc2)c1 (stereo not given)	-5	nt	98	98	97	104	100	100	97	-3	20
CCOC(=O)c1cnc2c(cnn2C)c1Cl	0	0	94	97	97	97	95	94	104	-23	13
Clc1ccccc1CN1CCN(/N=C/C=C\c2ccco2)CC1	1	12	101	99	100	100	99	98	105	-67	7
COc1cccc(-c2nnc(NC(=O)c3ccc(S(=O)(=O)N(CC(C)C)CC(C)C)cc3)o2)c1	-5	nt	102	89	88	85	88	88	89	-47	-58
COC(=O)c1c(-c2ccc(Br)cc2)csc1NC(=O)Cc1ccc(OC)c(OC)c1	0	nt	100	100	98	100	101	99	101	-28	-63
Nc1sc2c(c1C(=O)NC1CCS(=O)(=O)C1)CCC2 (stereo not given)	1	nt	97	94	94	91	96	94	94	-49	36
Cc1cc(OCc2ccc(F)cc2)nc(-c2ccccc2O)n1	-3	-16	100	102	102	109	100	100	100	-13	-7
CC(CC(=O)NC1CCSC1=O)c1ccccc1 (stereo not given)	0	nt	104	?	?	?	?	?	?	-4	18
CC(Sc1nnc(-c2ccccc2)c(-c2ccccc2)n1)C(=O)N1CCc2ccccc21 (stereo not given)	-8	nt	98	99	98	101	101	96	100	-34	-15
COc1ccccc1CN1CCNC(=O)C1CC(=O)NCCOc1cccnc1 (stereo not given)	0	-25	101	101	102	100	100	98	108	-45	6
O=C(CCCSc1nnnn1-c1ccccc1)c1ccc(F)cc1	-5	nt	71	97	95	97	97	97	93	-17	-1
COc1ccccc1-n1cnnc1SCC(=O)NC1CCS(=O)(=O)C1 (stereo not given)	-1	nt	100	102	103	103	103	100	104	10	18
COCc1cc(=O)[nH]c(-c2ccccc2)n1	0	16	101	99	96	95	96	98	94	-15	9
c1ccc(-c2nc(N3CCCCC3)nc3ccccc23)cc1	6	nt	104	100	99	103	101	97	102	7	-14
CCc1cccc(CC)c1NC(=S)NCc1ccc2c(c1)OCO2	-2	-35	104	102	101	104	102	100	97	-61	21
Cc1ccc(CC(CC(=O)O)C(=O)NCC23CC4CC(CC(C4)C2)C3)cc1 (stereo not given)	0	-4	100	89	90	93	89	88	97	-15	1
COc1ccc(Oc2cc(C(F)(F)F)nc(N(C)C)n2)cc1	0	8	101	94	96	96	94	95	99	-37	22
COc1ccc(C(=O)NCC(C)C)c(OC)c1	-1	nt	100	97	96	99	95	95	96	-14	-9
COc1ccccc1/C=C1\SC(=S)N(CCC(=O)NC2=NCCS2)C1=O	-3	2	115	96	95	99	96	98	95	-10	42
O=[N+]([O-])c1cccc(/C=N/NC2=NS(=O)(=O)c3ccccc32)c1	0	nt	103	94	94	94	95	92	95	-25	16
CCCC(=O)N=C1SC2CS(=O)(=O)CC2N1c1ccc(-c2nc3ccc(C)cc3s2)cc1 (stereo not given)	-6	0	103	102	99	101	100	97	103	0	-6
COc1cc(CC(=O)Nc2ccc(S(=O)(=O)NC3=NCCCCC3)cc2)cc(OC)c1OC	1	-17	102	85	86	85	82	89	102	-24	1
Cn1c(=O)c2c(nc(N3CCOCC3)n2CCSc2ncccn2)n(C)c1=O	1	nt	113	105	101	110	106	103	103	-26	-4
Cc1c(NC(=O)CSc2nccn2C)c(=O)n(-c2ccccc2)n1C	0	-11	100	104	103	106	107	103	102	-45	6
COc1cccc(/C=N\NC(=O)C2C(=O)NCC2c2ccccc2)c1O (stereo not given)	0	-31	97	101	101	100	100	99	95	-69	-27
Cc1ccccc1C(=O)NC(=S)Nc1ccc(S(=O)(=O)N2CCN(C)CC2)cc1	0	-8	98	100	98	101	101	97	98	-21	14
COCCCn1c(SCC(N)=O)nnc1-c1ccccc1	-3	5	103	98	96	97	98	93	99	-19	11
O=C1c2oc3ccccc3c(=O)c2C(c2cccc(O)c2)N1c1ccccn1 (stereo not given)	-1	nt	101	102	104	106	105	98	102	-15	13
COc1cc(NC(=O)c2ccccc2C)c(OC)cc1NC(=O)CN1CCOCC1	3	nt	97	98	99	96	94	98	107	-59	0
Cc1cccc(N2C(=O)CN(Cc3sccc3C)C2=S)c1	-3	-10	101	101	101	105	102	101	101	-7	9
O=C(CCN1CCOCC1)NNC(=S)NC(=O)c1ccccc1	-2	0	98	96	97	101	101	95	93	-78	-9
CCC(CC)C(=O)Nc1ccc(S(=O)(=O)Nc2nccs2)cc1	-1	-19	103	91	92	92	93	92	91	-12	-30
CCOC(=O)N1CCN(C(=O)Nc2ccc(Cl)cc2)CC1	0	nt	103	107	106	110	106	104	102	-5	13
O=C(CN1CCN(S(=O)(=O)c2ccc(Cl)s2)CC1)NCc1ccc(Cl)cc1	-3	-3	103	98	96	98	97	95	97	-14	1
Following part
SMILES	Mcl-1 Bim block	Pf gamet viab	RGS8-Gao	HRas wt GTP	Rab2 wt GTP	Rac1 wt modul	Cdc42 wt GTP	Rac1 mut GTP	Rab7 wt modul	Mcl1 Bid PPI	Mcl1-Noxa inh
COC(=O)/C=C1\S/C(=N/N=C/c2ccccc2)NC1=O	-5	11	101	91	93	92	88	94	96	14	25
CCNC(=O)CN1C(=O)NC2(CCCCCC2)C1=O	-3	-11	102	99	99	102	100	98	101	-12	-1
CC(C)OC(=O)C1=C(N)N2C(=O)CSC2=C(C(=O)OC(C)C)C1	0	nt	95	100	99	97	99	96	98	-15	22
O=C(c1ccc(Cl)cc1)c1coc2ccc(O)cc12	-2	nt	101	105	107	107	107	100	98	-1	15
CCOc1cc(-c2c(C#N)c(N)nc3c2CCCC3C)ccc1O (stereo not given)	-2	5	101	100	101	100	100	98	103	-10	22
N#Cc1c(NC(=O)c2cccnc2)sc2c1CCC2	5	nt	100	105	101	105	108	101	102	-106	41
O=C(Oc1ccccc1)c1cccc(COC(=O)c2cnccn2)c1	-3	nt	103	100	98	103	97	98	99	-2	7
COCCn1c(SCC(=O)Nc2ccccc2OC)nc2c(oc3ccccc32)c1=O	-4	nt	106	102	99	100	97	97	103	-21	-16
COc1cc(N2CCCC2)c(OC)cc1/C=C1/NC(=S)NC1=O	-4	nt	99	96	97	98	99	99	96	6	-42
Cc1cccc2cc(CN(Cc3ccccc3)C(=O)N(C)C)c(=O)[nH]c12	0	nt	102	98	97	98	97	98	96	4	-14
O=C(CSc1nnc2ccccn12)N1CCc2ccccc21	0	1	103	101	100	101	97	97	103	-27	-20
CCOc1ncccc1C(=O)OCc1cn2cc(Cl)ccc2n1	-2	-35	100	103	102	108	104	101	105	-31	-10
